DENV2 CPE: DENV2-induced cell death inhibition; DENV2-infected cells, cytopathic effect rescue, plate reader; CPE inhibition, % at 9.99 µM; actives 1.7% (n = 350,000); in the data active = CPE inhibition above about 20%, passing the limit was not always enough; inconclusive = no clear call, values can overlap the other calls; tested in BHK-21 cells;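 also: 0% = median of neutral control wells and 100% = median of positive control wells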
ERp5 block: blocks human ERp5 reductase activity on insulin. Q15084. ERp5 insulin aggregation, absorbance 650 nm, 90 min. inhibition, % at 9.99 µM. actives 0.05% (n = 350,000);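 active = mean replicate inhibition above about 25%, with every replicate also reaching it, limit read from the data, passing the limit was not always enough; inconclusive = only one of those two criteria met; inactive = neither criterion met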
Target sequence (Q15084 whole entry, looked up): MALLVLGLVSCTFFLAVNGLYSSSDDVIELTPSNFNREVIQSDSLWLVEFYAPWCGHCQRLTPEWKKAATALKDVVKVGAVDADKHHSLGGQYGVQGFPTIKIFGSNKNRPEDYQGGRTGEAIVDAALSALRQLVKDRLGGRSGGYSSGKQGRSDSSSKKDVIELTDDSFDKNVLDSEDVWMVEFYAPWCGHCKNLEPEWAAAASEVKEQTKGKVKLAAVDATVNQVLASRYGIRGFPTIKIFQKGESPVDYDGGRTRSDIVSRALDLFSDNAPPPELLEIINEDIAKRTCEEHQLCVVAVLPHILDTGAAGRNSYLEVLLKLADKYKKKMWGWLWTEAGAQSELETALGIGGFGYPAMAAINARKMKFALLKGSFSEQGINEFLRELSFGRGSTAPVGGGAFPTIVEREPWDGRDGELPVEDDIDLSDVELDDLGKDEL
C2C12 statin: protects C2C12 myotubes from simvastatin toxicity; ATP luminescence, 48 h; scaled: DMSO 0, geranylgeraniol control 100; rescue of ATP level, % at 7.49 µM; actives 0.78% (n = 330,000); AID 602340;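 active = mean ATP rescue above about 67%, or every replicate alone reaching that limit, limit read from the data, passing the limit was not always enough; inconclusive = no clear call, values can overlap the other calls; inactive = mean under the limit and some replicate under it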;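 also: myotubes were challenged with 10 µM simvastatin during compound exposure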
PglD inh: inhibitors of Campylobacter jejuni PglD acetyltransferase | inhibition, % at 12.5 µM | purified PglD enzyme, DTNB colorimetric CoA detection | actives 0.098% (n = 360,000) | AID 602405; in the data active = inhibition above about 16%, passing the limit was not always enough; inconclusive = no clear call, values can overlap the other calls; also: strong numbers were not always called active
SIRT5 block: sirtuin-5 (human) deacylase inhibition. AID 652115. Purified SirT5, succinyl-peptide AMC, trypsin-coupled fluorescence. inhibition, % at 15 µM. Q9NXA8. actives 1.1% (n = 330,000); in the data active = inhibition above about 15%; inconclusive = no clear call, values can overlap the other calls
S100A4 MyoIIA: blocks human S100A4 binding to myosin IIA peptide; S100A4/TAMRA-MyoIIA peptide fluorescence polarization; actives 0.14% (n = 360,000); P26447; inhibition, % at 10.7 µM;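 active = mean inhibition of at least 70% across replicates, with every replicate also reaching that level; inconclusive = mean inhibition reaches 70% but some replicates fall short; inactive = mean inhibition below 70%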
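Compound dosing: one dose per compound; test system: human S100A4 monomer with TAMRA-labelled myosin IIA peptide; probe or stimulus: TAMRA-labelled myosin IIA heavy-chain peptide probe, 5 nM; medium: HEPES buffer with Ca2+, pH 7.2; schedule: 5 min incubation before reading; benchmarks: neutral control DMSO, positive control TFP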
E-sel inducer: induces E-selectin expression in human endothelial cells; activation, % at 7.58 µM; HUVEC E-selectin immunofluorescence imaging; normalized: neutral wells 0, TNF-alpha wells 100; actives 0.37% (n = 260,000);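 active = mean E-selectin-positive cell signal at least 10% of the positive control, reached in at least 60% of replicates, without over 20% cell loss; inconclusive = no rule given, readout overlaps actives, possibly toxicity-flagged; inactive = the rest, including those meeting only one limit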;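 also: in these data hits start at about 27%; measured in HUVEC primary endothelial cells; signal is the percent of cells scored E-selectin positive by PE staining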
Target sequence (P16581 whole entry, looked up): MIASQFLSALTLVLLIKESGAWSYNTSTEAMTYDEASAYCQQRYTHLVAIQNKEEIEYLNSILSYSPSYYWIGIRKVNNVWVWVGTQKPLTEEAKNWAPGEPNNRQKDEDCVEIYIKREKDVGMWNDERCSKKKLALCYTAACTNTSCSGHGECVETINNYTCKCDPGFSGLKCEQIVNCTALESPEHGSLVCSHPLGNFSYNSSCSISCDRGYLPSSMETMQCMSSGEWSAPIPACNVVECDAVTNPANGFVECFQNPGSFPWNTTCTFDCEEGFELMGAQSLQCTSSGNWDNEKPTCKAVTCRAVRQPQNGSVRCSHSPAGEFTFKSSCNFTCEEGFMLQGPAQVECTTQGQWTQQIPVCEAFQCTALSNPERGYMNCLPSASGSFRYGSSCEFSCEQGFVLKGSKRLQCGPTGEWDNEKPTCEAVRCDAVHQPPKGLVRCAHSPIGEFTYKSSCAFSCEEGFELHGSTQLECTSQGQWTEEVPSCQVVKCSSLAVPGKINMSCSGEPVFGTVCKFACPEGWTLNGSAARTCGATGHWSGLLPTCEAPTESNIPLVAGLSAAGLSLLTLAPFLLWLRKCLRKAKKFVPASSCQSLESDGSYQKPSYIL
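Assay system: HUVEC, human umbilical vein endothelial cells / Amount: 3,000 HUVEC/well / Controls: TNF-alpha positive control, DMSO neutral control / Compound dosing: single concentration / Medium: EGM-2 over gelatin coat / Evaluation: percent E-selectin-positive cells / Signal: immunofluorescence imaging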
* = called active by the depositor; ? = inconclusive; · = no result given; & = joins results of further samples. A portion of the library, so the mix of outcomes need not match the whole.

SMILES | DENV2 CPE | ERp5 block | C2C12 statin | PglD inh | SIRT5 block | S100A4 MyoIIA | E-sel inducer
C[C@@H]1CN([C@@H](C)CO)C(=O)CCCn2nncc2CO[C@H]1CN(C)S(C)(=O)=O | ? | 0&3&0 | 10&-8&-15 | -3&1&-2 | -7&0&-3 | -2&5&15 | 0.0&0.0
CN(CCOc1ccccc1)C(=O)c1ccc(F)c(S(=O)(=O)N2CCOCC2)c1 | 1 | -4 | · | -1 | -2 | 1 | ·
Cc1noc(C)c1S(=O)(=O)Nc1ccc2c(c1)C(=O)N([C@H](C)CO)C[C@@H](C)[C@@H](CN(C)Cc1ccc3c(c1)OCO3)OCCCC[C@H](C)O2 | -7 | 0 | · | -2 | 6 | 3 | -0.1
O=C(NCC(F)(F)F)C1C(=O)Nc2ccccc2C(=O)N1Cc1ccccc1 (centres undefined) | 10 | 1 | · | · | 8 | -7 | 0.6
Cc1onc(-c2ccccc2Cl)c1C(=O)Nc1ccc(S(=O)(=O)Nc2nccs2)cc1 | -5 | 4 | · | · | -3 | 6 | ·
COCC(=O)Nc1ccc2c(c1)[C@H]1C[C@@H](CC(=O)NC3CCCCC3)O[C@H](CO)[C@H]1O2 | 33* | -7 | 1 | 2 | -1 | 5 | 2.5
CO[C@H]1CN(C)C(=O)c2cc(NC(=O)Cc3ccccc3)ccc2OC[C@H](C)N(C)C[C@@H]1C | -1 | -4 | -9 | 3 | 0 | 3 | 0.3
O=C(Cc1ccc(Cl)cc1Cl)OCC(=O)N1CCN(C(=O)c2ccco2)CC1 | -4 | 2 | · | · | -1 | -13 | ·
O=C(N/N=C\c1ccccc1)c1cccc(C(=O)N/N=C\c2ccccc2)n1 | -2 | -2 | · | -5 | -1 | 7 | ·
Cc1cccc(NC(=O)C2CCN(C(=O)N3CCOc4ccccc43)CC2)c1C | 15 | 3 | 18 | 2 | -3 | 7 | 4.1
Cc1ccccc1S(=O)(=O)Cc1ccc(C(=O)NCc2ccco2)o1 | -2 | 8 | · | · | -4 | -4 | -0.2
CNC[C@@H]1Oc2ccc(NS(C)(=O)=O)cc2C(=O)N([C@H](C)CO)C[C@@H]1C | -2 | 5 | -8 | 2 | 3 | -31 | 3.8
CC(=O)N(C)C[C@H]1Oc2ncc(C#Cc3ccccc3F)cc2C(=O)N([C@H](C)CO)C[C@@H]1C | -3 | 0 | -11 | 0 | -6 | 9 | -0.3
CCOc1ccc(C2NC(=O)NC(C)=C2C(=O)OCc2ccccc2)cc1 (centres undefined) | 0 | 2 | 13 | 0 | -5 | 3 | ·
Cn1c(=NC(=O)C2CC2)sc2cccc(F)c21 | 0 | 1 | 16 | 3 | 1 | 0 | 0.9
Cc1cccc(NC(=O)CNC(=O)c2sc3ccccc3c2Cl)n1 | 7 | -13 | 8 | 3 | -4 | -3 | ·
COc1cccc(/C=C(/C(=O)OCC(N)=O)c2ccccc2)c1 | -1 | 1 | · | · | -8 | -5 | 0.5
N#Cc1ccccc1CN1C(=O)NC2(CCCCCC2)C1=O | 13 | 0 | -7 | 7 | -2 | -2 | -0.2
O=C(CSCc1ccccc1)Nc1ccc(F)cc1F | 2 | 3 | 0 | 3 | -4 | -2 | ·
C[C@H](NC(=O)C[C@@H]1CC[C@@H]2[C@H](COC[C@H](O)CN2C(=O)Nc2cc(Cl)cc(Cl)c2)O1)c1ccccc1 | 4 | -11 | -3 | -2 | 0 | 10 | 0.2
COc1ccc2c3c(n(C)c2c1)[C@@H](CO)N(S(=O)(=O)c1ccccc1)CC31CCN(C)CC1 | 10 | -10 | · | · | 6 | 0 | -0.4
O=C(OCc1cc(=O)n2ccsc2n1)C1(c2ccccc2)CC1 | 1 | 4 | -1 | 0 | 1 | -4 | -0.1
COc1ccccc1NC(=O)CSc1nnc(COc2ccccc2C)o1 | -2 | -4 | -6 | 0 | -2 | 1 | ·
CCOc1ccc(OCC)c(C2C(C#N)=C(N)N(c3cccnc3)C3=C2C(=O)CC(C)(C)C3)c1 (centres undefined) | · | · | -10 | 7 | · | · | -0.1
CCC(c1nc2ccccc2[nH]1)n1c(-c2ccnc(Cl)c2)nc2ccccc21 (centres undefined) | -6 | -2 | · | · | 4 | -4 | 3.1
Cc1csc2ncnc(N3CCN(C(=S)Nc4ccc(F)cc4F)CC3)c12 | -10 | -4 | · | -8 | 0 | 1 | ·
O=C(N[C@@H](Cc1cccnc1)C(=O)N1CCC[C@H]1C(=O)NCCc1ccccc1Cl)C1CC1 | 3 | -2 | · | · | -2 | -21 | -0.3
CCc1nnc(NC(=O)C2CCCN(C(=O)c3ccc(Cl)cc3)C2)s1 (centres undefined) | 4 | 3 | -5 | -2 | 2 | -3 | ·
CCOC(=O)N1CCN(C(=O)c2cccc(F)c2)CC1 | -6 | -1 | · | · | 1 | 11 | ·
COC(=O)c1ccc(CN2CCC(CO)(Cc3ccccc3Cl)CC2)cc1 | -2 | -1 | -5 | · | -2 | 2 | ·
CCCCn1nc(CC(=O)NCCN(CC)CC)c2ccccc2c1=O | -3 | 0 | 10 | · | 0 | -2 | 5.9
O=C(NCc1cccc(F)c1)C1CCC(=O)N(CCc2cccc(F)c2)C1 (centres undefined) | 9 | -6 | 15 | -6 | -3 | -3 | ·
COc1cc(OC)c(NS(=O)(=O)c2cccc(C(=O)OCC(=O)NCC3CCCO3)c2)cc1Cl (centres undefined) | -2 | -9 | -7 | 4 | -6 | -5 | ·
O=C(NCCNC(=O)c1ccccc1F)c1ccco1 | 9 | -3 | 1 | · | 4 | -2 | ·
O=C(NC1CCC1)[C@H]1[C@H](CO)[C@H]2Cn3c(ccc(C4=CCCC4)c3=O)[C@@H]1N2C(=O)c1ccccc1 | 6 | -1 | -16 | 3 | -2 | -1 | 0.3
O=C(CSc1n[nH]c(-c2ccccc2O)n1)N1CCOCC1 | 8 | 7 | · | · | -2 | -1 | ·
O=C(CCCN1C(=O)c2ccccc2C1=O)Nc1nc2ccccc2[nH]1 | 18 | 5 | -6 | -3 | -3 | -4 | ·
COCCn1c(SCC(=O)N2CCCC(C)C2)nnc1-c1ccco1 (centres undefined) | 5 | 2 | 19 | -6 | -6 | -3 | 0.0
CCCCN1C(=O)C(CC(=O)NCc2ccco2)CC(C(=O)N(C(C)C)C(C)C)=C1C (centres undefined) | 2 | 1 | 19 | -3 | -1 | 2 | 0.0
CCCCCNC(=O)c1ccc2c(c1)ncn2-c1ccc(OC)cc1 | -4 | 4 | -5 | -1 | -3 | -8 | -0.1
COc1ccc(NC(=O)Nc2ccc3c(c2)C(=O)N([C@@H](C)CO)C[C@@H](C)[C@@H](CN(C)Cc2ccc(C(F)(F)F)cc2)OCCCC[C@@H](C)O3)cc1 | -20 | 2 | 7 | 5 | 17* | 8 | 0.1
C[C@@H]1CN([C@@H](C)CO)C(=O)Cc2cc(NC(=O)CCCCCC(=O)Nc3ccccc3N)ccc2O[C@H]1CN(C)Cc1ccc(-c2ccccc2)cc1 | 25* | -2 | 94* | -3 | 2 | 12 | ·
CCN(CC)S(=O)(=O)c1ccc(NC(=O)C2CCCN(C(=O)c3ccc(Cl)cc3)C2)cc1 (centres undefined) | 4 | -10 | · | 3 | -4 | 4 | ·
CCCNC(=O)NC[C@H]1[C@@H](c2ccc(C3=CCCC3)cc2)[C@@H](CO)N1C(C)=O | -8 | · | 7 | -2 | · | · | 0.1
CO[C@@H]1CN(C)C(=O)c2ccc(NS(=O)(=O)c3ccc(Cl)cc3)cc2OC[C@H](C)N(C)C[C@H]1C | 15 | -1 | -13 | -1 | 3 | -2 | -0.1
O=C(c1cccnc1)N1C[C@H]2[C@@H](c3ccccc31)[C@H](CO)N2C(=O)Nc1ccc(F)cc1 | 67* | -2 | -4 | 4 | 8 | 32 | 0.6
C=CC[C@H](CC(=O)N(CCO)Cc1ccccc1)C(=O)N[C@@H](COC(=O)[C@@H](CC=C)Cc1ccc(F)cc1)Cc1ccccc1 | -13 | 13 | -6 | -8 | · | -4 | 0.0
CCc1ccc(C2=NNC(=Nc3c(C)n(C)n(-c4ccccc4)c3=O)SC2)cc1 | 13 | -1 | · | · | -6 | 7 | 1.9

An excerpt from above in order of length of the SMILES, descending.
SMILES | DENV2 CPE | ERp5 block | C2C12 statin | PglD inh | SIRT5 block | S100A4 MyoIIA | E-sel inducer
C=CC[C@H](CC(=O)N(CCO)Cc1ccccc1)C(=O)N[C@@H](COC(=O)[C@@H](CC=C)Cc1ccc(F)cc1)Cc1ccccc1 | -13 | 13 | -6 | -8 | · | -4 | 0.0
CO[C@@H]1CN(C)C(=O)c2ccc(NS(=O)(=O)c3ccc(Cl)cc3)cc2OC[C@H](C)N(C)C[C@H]1C | 15 | -1 | -13 | -1 | 3 | -2 | -0.1
O=C(c1cccnc1)N1C[C@H]2[C@@H](c3ccccc31)[C@H](CO)N2C(=O)Nc1ccc(F)cc1 | 67* | -2 | -4 | 4 | 8 | 32 | 0.6
CCN(CC)S(=O)(=O)c1ccc(NC(=O)C2CCCN(C(=O)c3ccc(Cl)cc3)C2)cc1 (centres undefined) | 4 | -10 | · | 3 | -4 | 4 | ·
CCCCN1C(=O)C(CC(=O)NCc2ccco2)CC(C(=O)N(C(C)C)C(C)C)=C1C (centres undefined) | 2 | 1 | 19 | -3 | -1 | 2 | 0.0
CCc1ccc(C2=NNC(=Nc3c(C)n(C)n(-c4ccccc4)c3=O)SC2)cc1 | 13 | -1 | · | · | -6 | 7 | 1.9
O=C(CCCN1C(=O)c2ccccc2C1=O)Nc1nc2ccccc2[nH]1 | 18 | 5 | -6 | -3 | -3 | -4 | ·
CCCCCNC(=O)c1ccc2c(c1)ncn2-c1ccc(OC)cc1 | -4 | 4 | -5 | -1 | -3 | -8 | -0.1

(next part)
SMILES | DENV2 CPE | ERp5 block | C2C12 statin | PglD inh | SIRT5 block | S100A4 MyoIIA | E-sel inducer
COc1ccc(CCC(=O)NCCNC(=O)CCc2ccc(OC)cc2)cc1 | 0 | 4 | 18 | 7 | 0 | 3 | ·
COc1ccc(CN(C)C[C@@H]2OCCCC[C@@H](C)Oc3ccc(NC(=O)Nc4c(C)noc4C)cc3C(=O)N([C@@H](C)CO)C[C@@H]2C)cc1 | 8 | 3 | · | 4 | -2 | 0 | 0.4
CC(Oc1ccccc1)C(=O)Nc1ccc(S(=O)(=O)N2CCOCC2)cc1 (centres undefined) | -3 | 6 | 20 | -2 | -4 | -1 | ·
O=C(NC1CC1)c1ccc2snnc2c1 | 1 | 3 | 1 | · | -10 | 6 | ·
CC(C)(C)c1ccc(S(=O)(=O)NCc2ccc(C(=O)NCc3ccccn3)cc2)cc1 | 1 | 0 | · | · | -1 | 3 | -0.1
COC(=O)[C@@]12C[C@@H](CC(=O)NCc3cccc4ccccc34)C(=O)N(Cc3ccc4c(c3)OCO4)C1=CCC(C)(C)C2 | ? | 1 | · | · | 0 | -3 | 3.2
Cc1ccc(S(=O)(=O)N2CCN(C(=O)Cc3ccccc3)CC2)cc1C | -4 | 1 | -2 | 3 | -2 | -9 | -0.7
CC1CC(C)CN(C(=O)CN2C(=O)NC(C)(C)C2=O)C1 (centres undefined) | -4 | 3 | 2 | 1 | 5 | 5 | 0.4
CCN(CC)c1nc(Oc2ccc(=O)[nH]n2)nc(N2CCOCC2)n1 | 17 | 2 | · | · | 2 | -1 | 0.2
